Bioassay records from PubChem BioAssay.
Rev-erbA mod: modulators of human Rev-erb alpha DNA binding; P20393; Rev-erbα–FITC-DNA binding, fluorescence polarization, 90 min; activity, % at 10 µM; 370,000 tested, 0.79% active;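 active = activity above about 14%, limit read from the data; passing the limit was not always enough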;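 also: 0% = DMSO wells with 35 nM protein and 100% = DMSO wells with 750 nM protein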
DAX1 inh-1: NR0B1 (DAX1) inhibition; P51843; HEK293 Gal4-DAX1 luciferase reporter, luminescence; inhibition, % at 6.75 µM; 340,000 tested, 0.99% active; AID 504766;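 active = inhibition above the mean over all tested compounds plus 3 SD, cut at about 4.2% in these data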;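 also: 0% = DAX1-transfected cells with DMSO and 100% = empty-vector control cells with DMSO; inhibition shows as a rise in luminescence from relieved DAX1 repression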
HGIII-sPLA2 inh: Blocks human group III sPLA2 activity. Q9NZ20. inhibition, % at 12.2 µM. 370,000 tested, 0.56% active. QFRET BODIPY PC-A2 liposome hydrolysis, fluorescence;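 active = inhibition above mean plus 3 SD of compounds lying within the high and low control bounds, cut at about 19% in these data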;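 also: 0% = median of test compound wells and 100% = no enzyme DMSO wells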
PLCb3 inh: blocks human PLC-beta3 enzyme activity; 370,000 tested, 0.18% active; AID 720704; Q01970; Purified PLC-beta3, fluorogenic substrate, fluorescence; inhibition, % at 12.2 µM; in the data active = inhibition above about 11%;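 also: 0% = median of compound wells on plate and 100% = full blocker control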
Target sequence (Q01970 whole entry, looked up): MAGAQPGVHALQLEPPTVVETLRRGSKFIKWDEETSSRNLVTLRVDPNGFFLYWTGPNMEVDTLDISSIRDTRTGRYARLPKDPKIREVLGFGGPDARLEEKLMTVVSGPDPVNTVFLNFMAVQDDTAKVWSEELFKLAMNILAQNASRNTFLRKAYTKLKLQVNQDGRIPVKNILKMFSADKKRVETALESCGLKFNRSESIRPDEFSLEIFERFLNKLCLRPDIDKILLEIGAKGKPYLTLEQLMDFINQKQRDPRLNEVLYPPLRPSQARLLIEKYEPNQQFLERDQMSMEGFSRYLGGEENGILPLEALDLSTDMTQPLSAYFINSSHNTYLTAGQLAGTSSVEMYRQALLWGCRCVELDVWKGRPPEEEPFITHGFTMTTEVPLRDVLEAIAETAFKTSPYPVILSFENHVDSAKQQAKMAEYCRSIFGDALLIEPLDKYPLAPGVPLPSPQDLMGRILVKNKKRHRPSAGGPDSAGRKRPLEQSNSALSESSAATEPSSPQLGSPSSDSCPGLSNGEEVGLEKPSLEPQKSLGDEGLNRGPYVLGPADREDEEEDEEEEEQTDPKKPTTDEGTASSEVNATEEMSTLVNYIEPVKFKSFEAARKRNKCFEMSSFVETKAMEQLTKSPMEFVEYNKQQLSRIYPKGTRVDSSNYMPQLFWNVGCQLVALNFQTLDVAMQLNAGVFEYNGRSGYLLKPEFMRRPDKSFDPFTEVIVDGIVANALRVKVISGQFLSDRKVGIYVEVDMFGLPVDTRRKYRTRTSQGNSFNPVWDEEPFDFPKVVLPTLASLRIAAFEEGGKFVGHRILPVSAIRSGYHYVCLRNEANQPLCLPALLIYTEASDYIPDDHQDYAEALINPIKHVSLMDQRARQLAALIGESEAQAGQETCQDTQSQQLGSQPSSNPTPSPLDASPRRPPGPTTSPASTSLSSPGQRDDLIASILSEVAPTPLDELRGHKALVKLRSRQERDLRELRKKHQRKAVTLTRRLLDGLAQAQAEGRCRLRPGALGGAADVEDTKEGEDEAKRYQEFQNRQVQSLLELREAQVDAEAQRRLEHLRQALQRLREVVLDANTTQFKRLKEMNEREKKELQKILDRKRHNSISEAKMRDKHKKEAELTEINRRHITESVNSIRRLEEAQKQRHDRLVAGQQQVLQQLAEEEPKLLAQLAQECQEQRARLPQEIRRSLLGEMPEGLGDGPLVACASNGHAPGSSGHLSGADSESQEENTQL
SMARCA2 act: activators of SMARCA2 function; MG213 cells, MMTV-luciferase reporter, dexamethasone, overnight; activation, % at 9.1 µM; 370,000 tested, 1% active; in the data active = activation above about 7.8%;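 also: 0% = vehicle wells and 100% = reference activator wells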
ssDAF12 agonist: S. stercoralis DAF-12 activation, primary screen; HEK293 ssDAF-12/GRIP1 lit1-tk-luc reporter, luminescence; % of 3 µM dafachronic acid response; activation, % at 6.8 µM; 370,000 tested, 1% active; AID 652126;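 active = activation above the mean over all tested compounds plus 3 SD, cut at about 0.9% in these data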;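 also: 0% = DMSO-only wells and 100% = 3 µM delta7-dafachronic acid wells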
hgDAF-12 ag: hgDAF-12 agonism, primary luciferase screen | HEK293 GAL4-hgDAF12 UAS-luciferase reporter, agonist luminescence; normalized to butyrate control | activation, % at 6.8 µM | AID 687014 | 370,000 tested, 1.8% active;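 active = activation above a cutoff set at the mean of all screened compounds plus 3 SD, cut at about 10% in these data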;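 also: 0% = DMSO wells and 100% = sodium butyrate wells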
PG9 Ab binder: small molecules binding HIV-1 gp120 antibody PG9; inhibition, % at 6.7 µM; TR-FRET gp120-PG9 antibody binding; 360,000 tested, 0.43% active; in the data active = inhibition above about 8.5%
hcDAF12 agonist: activators of H. contortus DAF-12 nuclear receptor. HEK293 hcDAF-12 lit1-tk-luc reporter, luminescence; 0% DMSO, 100% Δ7-dafachronic acid. activation, % at 6.8 µM. 370,000 tested, 1.4% active. AID 652067;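 active = activation above the mean of all tested compounds plus 3 SD, cut at about 5.5% in these data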;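 also: 100% = response to 3 µM Δ7-dafachronic acid high control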
FXN GAA850 act: frataxin GAA850 promoter activation; HEK293 lucGAA850 FXN promoter luciferase reporter, 24 h; percent of 10 µM SAHA response; activation, % at 6 µM; 360,000 tested, 0.56% active; AID 540364;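 active = activation above the average of all compounds screened plus 3 SD, cutoff fixed separately per campaign, cut at about 7.5% in these data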;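 also: 0% = DMSO wells and 100% = 10 µM SAHA wells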
DAX1 inh-2: DAX1 (NR0B1) inhibition, primary screen; HEK293T StAR-luciferase reporter, SF-1/DAX-1 repression relief; inhibition, % at 6.8 µM; 370,000 tested, 1.1% active; AID 652010;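 active = inhibition above the mean over all tested compounds plus 3 SD, cut at about 3.6% in these data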;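 also: 0% = DAX-1 cells with DMSO and 100% = cells lacking DAX-1 with DMSO; higher inhibition means more luminescence from relief of DAX-1 repression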
Numbers without * were called inactive; i = inactive; x = no result given.

SMILES,Rev-erbA mod,DAX1 inh-1,HGIII-sPLA2 inh,PLCb3 inh,SMARCA2 act,ssDAF12 agonist,hgDAF-12 ag,PG9 Ab binder,hcDAF12 agonist,FXN GAA850 act,DAX1 inh-2
Cc1ccc(S(=O)(=O)N(CC(=O)O)c2ccc(Cl)c(C(F)(F)F)c2)cc1,1,0.8,-14,1,-3,-1.0,2.1,1.2,-2.2,1.1,-0.4
O=C1NC[C@@H](Cc2cccc3ccccc23)N(CCc2cccc(F)c2)C1=O,1,x,0,1,2,-0.5,-2.9,1.0,1.6,x,0.3
CC(C)NC(=O)CC1(C(=O)NCc2ccc(Cl)cc2)CCCC1,-2,0.6,-1,1,0,-1.1,1.6,-2.1,-2.0,-0.9,0.4
COc1ccc(N2CCN(C(=O)c3ccccc3N(C)S(=O)(=O)c3ccccc3)CC2)cc1,-2,-0.3,3,-5,-1,-1.0,-1.4,-0.9,-2.2,1.6,0.9
COC(=O)C1=C(C)NC(=O)CC1c1ccccc1 (configuration not stated),3,-0.1,5,4,1,-1.3,0.5,-1.5,0.6,-3.2,-0.4
CN(C)C(=O)Cn1c(SCC(=O)N2CCCc3ccccc32)nc2ccccc21,1,0.8,9,0,-2,-2.1,0.2,-0.2,3.2,-1.4,-0.5
NC(=O)CN1C(=O)/C(=c2\sc3nc(=O)c(Cc4ccccc4)nn3c2=O)c2ccccc21,-3,x,17,-8,-3,-1.1,0.7,-0.8,0.6,0.6,0.2
Cc1cc(C)c2c(N)c(C(=O)NN)sc2n1,8,-0.5,4,-120,-2,-1.6,-3.6,-1.3,-1.2,0.3,-1.0
CCOc1ccc(/C=C/C(=O)N2CCOCC2)cc1OC,-3,0.0,2,-30,2,-1.0,-0.6,-0.5,-0.1,2.7,-0.1
Nc1[nH]c(C(=O)c2ccccc2)c(-c2ccccn2)c1C(=O)c1c[nH]c2ccc(Br)cc12,2,x,1,-58,x,-0.9,0.8,x,0.0,x,x
CN(C)c1nc(Nc2ccccc2)nc(Oc2ccc(=O)[nH]n2)n1,-2,0.0,5,3,-3,-1.1,-4.0,0.1,-0.6,2.7,-1.7
O=C(O)/C=C/C(=O)Nc1cccnc1,3,0.9,7,-3,2,-1.4,3.2,-2.8,1.0,1.8,0.0
Cc1cc(C)n(CC(=O)n2nc(C)cc2C)n1,-3,-0.6,-2,1,-5,-0.5,-0.3,0.1,0.0,0.9,-0.3
O=C(NCC(c1ccco1)N1CCc2ccccc2C1)C(=O)Nc1ccc(F)cc1F (configuration not stated),5,-0.8,-6,-3,-2,-1.2,1.8,-0.1,-0.8,3.9,-2.1
Cn1c(=O)c2c(nc(SCc3ccccc3F)n2C)n(C)c1=O,7,-1.0,4,-3,-1,-1.6,-1.8,-1.2,-0.6,-0.5,-0.4
COc1cc(NC(=O)CNc2cccc(S(=O)(=O)N3CCCC3)c2)cc(OC)c1,0,-0.1,-13,-9,-3,-1.8,-3.1,-0.5,-2.7,-2.2,-5.7
O=S(=O)(c1cccc(-c2nnc(-c3ccc(Br)cc3)o2)c1)N1CCCCCC1,3,1.2,5,-2,0,-1.8,0.0,-2.2,0.3,0.0,-0.4
CC(=O)Nc1ccc(S(=O)(=O)NC(C)C(=O)NC(C)c2ccccc2)cc1 (configuration not stated),-4,1.5,-6,-3,-2,-1.1,0.0,-0.3,0.1,0.2,-0.9
O=C(Cc1ccccc1)Nc1c2c(nn1-c1cccc(Cl)c1)CS(=O)(=O)C2,0,0.0,-4,5,-2,-1.4,1.4,-3.1,0.8,2.7,-0.5
O=C(NCc1cccnc1)Nc1cccc(NC(=O)NCc2cccnc2)c1F,-5,-0.4,-4,-9,1,0.0,-0.5,-2.6,-0.2,0.8,0.0
O=C(COC(=O)c1ccccc1)NCCC1=CCCCC1,3,0.2,-2,-7,0,-1.9,-3.0,0.4,-1.6,-0.4,1.1
COc1ccc(NS(=O)(=O)c2cccc(C(=O)O)c2)cc1S(=O)(=O)N1CCCCC1,9,-1.2,1,-2,-4,-1.2,-0.3,-0.5,0.4,-0.3,1.8
CCSc1nnc(NC(=O)NCC(F)(F)F)s1,2,0.9,7,-1,0,-1.0,1.1,0.9,0.1,2.2,0.0
CN(C)c1ccc(NC(=O)CN2C3CCCC2CC(NC(=O)c2ccccc2)C3)cc1 (configuration not stated),2,-2.0,3,-1,-3,-1.5,-2.0,-4.5,-2.3,-0.2,-0.9
Cc1ccc(C(=O)Nc2cccnc2)cc1[N+](=O)[O-],9,-0.6,7,4,0,-1.9,0.0,-3.0,-3.6,1.8,0.0

6 compounds from above with just FXN GAA850 act, Rev-erbA mod and PLCb3 inh.
mol | FXN GAA850 act | Rev-erbA mod | PLCb3 inh
O=C1NC[C@@H](Cc2cccc3ccccc23)N(CCc2cccc(F)c2)C1=O | x | 1 | 1
CC(C)NC(=O)CC1(C(=O)NCc2ccc(Cl)cc2)CCCC1 | -0.9 | -2 | 1
COc1ccc(N2CCN(C(=O)c3ccccc3N(C)S(=O)(=O)c3ccccc3)CC2)cc1 | 1.6 | -2 | -5
COC(=O)C1=C(C)NC(=O)CC1c1ccccc1 (configuration not stated) | -3.2 | 3 | 4
CN(C)C(=O)Cn1c(SCC(=O)N2CCCc3ccccc32)nc2ccccc21 | -1.4 | 1 | 0
NC(=O)CN1C(=O)/C(=c2\sc3nc(=O)c(Cc4ccccc4)nn3c2=O)c2ccccc21 | 0.6 | -3 | -8

Other compounds follow.
SMILES,Rev-erbA mod,DAX1 inh-1,HGIII-sPLA2 inh,PLCb3 inh,SMARCA2 act,ssDAF12 agonist,hgDAF-12 ag,PG9 Ab binder,hcDAF12 agonist,FXN GAA850 act,DAX1 inh-2
COc1ccccc1N1CCN(C2CCN(C(=O)c3cccc(F)c3)CC2)CC1,-5,0.0,9,0,-5,-1.2,-3.6,0.2,-2.2,3.8,-0.6
O=C(c1cc(C2CCCCN2S(=O)(=O)c2ccccc2)on1)N1CCOCC1 (configuration not stated),7,x,-4,1,0,-1.5,1.1,-2.4,-0.3,0.6,-1.4
COC(=O)[C@H]1[C@H]2C[C@@H]3c4[nH]c5cc(OC)ccc5c4CCN3C[C@H]2C[C@@H](OC(=O)/C=C/c2cc(OC)c(OC)c(OC)c2)[C@@H]1OC,0,0.1,-29,-252,2,-1.1,-1.1,-0.3,-0.1,-5.6,-1.4
CC(C)CN(CCNC(=O)CN1N=C(c2ccc(Cl)cc2)CCC1=O)CC(C)C,-1,0.9,3,-5,0,-0.9,1.1,-1.7,-1.6,2.4,0.2
Cc1sc2nc(SCC(=O)NCCOCCO)n(C)c(=O)c2c1C,-7,0.6,4,2,1,-1.3,-4.3,-0.6,-0.8,0.3,0.0
CCN(Cc1cc(=O)[nH]c2ccccc12)C(=O)C(C)C,-4,1.4,-1,-5,-1,0.9*,0.0,-2.5,5.1,-0.9,-0.2
CCOc1ccc(CCNC(=O)c2cccc(C#N)c2)cc1OCC,-3,1.1,1,1,-2,-1.9,0.0,1.7,-1.6,0.8,0.3
CCOC1=C2[C@H]([C@H]3C(=O)N(c4ccccc4)C(=O)[C@H]3C1)[C@@H](c1ccccc1)N(S(=O)(=O)c1ccc(C)cc1)[C@H]2c1ccccc1,2,x,-5,-1,-1,-1.2,2.8,0.3,1.1,x,1.1
COc1cc(/C=C2/N=C(c3ccccc3)OC2=O)c(F)cc1OCc1ccccc1,-8,-0.1,-32,-4,0,-1.5,-0.8,-0.3,-1.7,1.2,0.2
CCCCCCCCN1C(=O)[C@@H](CC(=O)NCc2cccc(C(F)(F)F)c2)C[C@@]2(C(=O)OC)C1=C[C@H](C(C)(C)C)O[C@@H]2C,-2,x,9,-1,-1,-0.7,1.1,-0.3,2.0,x,0.2
COc1ccc(C)cc1NC(=O)CN(c1ccc(C)cc1)S(C)(=O)=O,1,0.0,-8,3,-1,-1.4,-1.6,-1.3,-1.5,3.5,0.1
CCC(C)[C@H]1COCCS(=O)(=O)N1Cc1ccccc1F (some centres not stated),1,-0.7,1,-1,-1,-1.4,-1.2,2.5,-1.4,0.9,0.2
CC12COC3(C(=O)N4CCN(c5ccccn5)CC4)CC1CCC32C (configuration not stated),-9,0.1,2,-2,-2,-0.9,0.9,-1.4,0.3,1.7,0.5
Cc1ncc(CO)c(/C=N/NC(=O)c2ccc(O)cc2)c1O,-1,2.2,-7,i,0,-0.7,1.6,-6.1,-0.8,1.0,-0.7
COc1ccccc1CCCNC(=O)C1CCC(=O)N(CCc2ccc(Cl)cc2)C1 (configuration not stated),4,-0.2,-3,-3,-1,-1.1,-1.1,-2.6,-1.6,2.7,-1.2

Exported with values under each structure: 3 of the compounds above.
Screens in order – Rev-erbA mod	DAX1 inh-1	HGIII-sPLA2 inh	PLCb3 inh	SMARCA2 act	ssDAF12 agonist	hgDAF-12 ag	PG9 Ab binder	hcDAF12 agonist	FXN GAA850 act	DAX1 inh-2
- CCN(Cc1cc(=O)[nH]c2ccccc12)C(=O)C(C)C
  -4	1.4	-1	-5	-1	0.9*	0.0	-2.5	5.1	-0.9	-0.2
- CCOc1ccc(CCNC(=O)c2cccc(C#N)c2)cc1OCC
  -3	1.1	1	1	-2	-1.9	0.0	1.7	-1.6	0.8	0.3
- CCOC1=C2[C@H]([C@H]3C(=O)N(c4ccccc4)C(=O)[C@H]3C1)[C@@H](c1ccccc1)N(S(=O)(=O)c1ccc(C)cc1)[C@H]2c1ccccc1
  2	x	-5	-1	-1	-1.2	2.8	0.3	1.1	x	1.1
